Source: PubChem
STAT3 inh: STAT3 signaling inhibition; 0.89% of 190,000 active; inhibition, % at 5.5 µM; U3A cells, IL-6 STAT3-luciferase reporter, luminescence; host cell line lacks STAT1;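 active means inhibition above the mean inhibition across all screened compounds plus 3 SD, cut at about 44% in these data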;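 further: 0% = DMSO only wells and 100% = 100 µM nifuroxazide control wells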
Diaphorase inh: diaphorase inhibition or chemical oxidation counter-screen | inhibition, % at 20 µM | 0.69% of 190,000 active | diaphorase resazurin-to-resorufin fluorescence, NADH, 16 min; bacterial (C. kluyveri) enzyme, not human;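 active means primary screen inhibition at 20 µM above a set limit, cut at about 50% in these data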;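 further: plate controls were DMSO with full reaction for no effect and wells lacking NADH for full effect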
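Test system: Clostridium kluyveri diaphorase enzyme / Quantity: diaphorase at 0.14 U/mL in enzyme working solution / Incubation: 16-min room-temperature incubation before reading / Benchmarks: NADH-free wells as positive control, DMSO-only neutral wells / Signal: resorufin fluorescence 544/590 nm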
Diaphorase act: activates diaphorase or chemically reduces, flagging diaphorase assay artifacts | Diaphorase/resazurin coupled assay, resorufin fluorescence, 16 min; active compounds read high; 1 = vehicle wells, 0 = NADH-free wells | activation factor at 20 µM | 0.005% of 190,000 active;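 active means diaphorase activity raised at least twofold by the compound at 20 µM; inactive means activation factor below 2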
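Test system: Clostridium kluyveri diaphorase, purified enzyme; input: enzyme 0.07 U/mL final; buffer or medium: 50 mM HEPES pH 7.4 with 4.542 mM MgCl2, 0.005% Tween 20; also added: 0.114 mM NADH and 0.1 mM resazurin, final amounts; schedule: 16 min enzyme reaction, ambient temperature; technique: fluorescence of resorufin, 544 nm excitation, 590 nm emission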
STAT1 blocker: inhibitors of IFN-gamma induced STAT1 signaling; NIH 3T3 STAT1-luciferase reporter, luminescence; inhibition, % at 5.5 µM; 0.35% of 200,000 active;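 active means inhibition above a set limit, the mean inhibition across all tested compounds plus 3 SD, cut at about 34% in these data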;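 further: 0% = IFN-gamma with DMSO and 100% = IFN-gamma with 300 µM nifuroxazide; values of inactives mirror those of a sister screen read the other way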
G6PDH CS: L. mesenteroides G6PDH inhibition counter-screen. Purified L. mesenteroides G6PDH, diaphorase/resazurin coupled fluorescence, 45 min. inhibition, % at 5 µM. 0.12% of 200,000 active; in the data active means inhibition above about 50%
TLR4 MyD88 comp: inhibitors of human TLR4-MyD88 binding; O00206+Q99836; HeLa CL3-4 TLR4/MyD88 BLA complementation, FRET ratio; inhibition, % at 8.4 µM; 0.18% of 200,000 active; AID 861; in the data active means inhibition above about 25%;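 further: 0% = vehicle and 100% = reference inhibitor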
Target sequence (O00206 whole entry, looked up): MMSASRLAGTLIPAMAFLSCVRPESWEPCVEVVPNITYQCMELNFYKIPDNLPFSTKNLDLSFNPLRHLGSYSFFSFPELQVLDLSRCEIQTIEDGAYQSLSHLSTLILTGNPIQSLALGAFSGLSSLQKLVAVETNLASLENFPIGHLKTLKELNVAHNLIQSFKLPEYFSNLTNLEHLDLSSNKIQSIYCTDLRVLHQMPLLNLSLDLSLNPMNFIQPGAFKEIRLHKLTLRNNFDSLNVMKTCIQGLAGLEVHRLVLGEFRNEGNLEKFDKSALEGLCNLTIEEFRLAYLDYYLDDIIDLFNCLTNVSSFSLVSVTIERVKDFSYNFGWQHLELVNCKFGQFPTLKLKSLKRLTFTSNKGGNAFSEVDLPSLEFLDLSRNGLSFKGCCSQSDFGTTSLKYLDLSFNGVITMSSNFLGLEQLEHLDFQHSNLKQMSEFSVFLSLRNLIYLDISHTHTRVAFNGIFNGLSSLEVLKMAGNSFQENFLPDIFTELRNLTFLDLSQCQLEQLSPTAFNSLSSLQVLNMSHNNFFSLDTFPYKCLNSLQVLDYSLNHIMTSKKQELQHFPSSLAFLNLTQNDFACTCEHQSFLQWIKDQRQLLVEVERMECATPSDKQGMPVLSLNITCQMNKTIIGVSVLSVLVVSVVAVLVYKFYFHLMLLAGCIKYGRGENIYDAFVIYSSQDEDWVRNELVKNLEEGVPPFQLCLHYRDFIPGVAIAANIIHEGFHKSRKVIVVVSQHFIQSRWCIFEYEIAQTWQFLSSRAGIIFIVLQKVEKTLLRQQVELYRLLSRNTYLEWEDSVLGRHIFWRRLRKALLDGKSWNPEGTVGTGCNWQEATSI
Target sequence (Q99836 whole entry, looked up): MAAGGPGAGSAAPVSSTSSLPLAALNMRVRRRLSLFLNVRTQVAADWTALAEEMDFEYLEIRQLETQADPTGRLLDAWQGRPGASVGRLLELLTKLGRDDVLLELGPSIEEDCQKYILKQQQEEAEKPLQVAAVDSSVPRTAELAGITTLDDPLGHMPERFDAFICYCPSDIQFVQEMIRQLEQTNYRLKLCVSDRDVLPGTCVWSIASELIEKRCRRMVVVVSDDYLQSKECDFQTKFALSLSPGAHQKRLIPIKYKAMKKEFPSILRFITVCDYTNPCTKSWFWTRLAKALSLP
STAT3 act: activators of IL-6 induced STAT3 signaling; U3A cells, IL-6 STAT3-luciferase reporter, luminescence; 100% = signal with IL-6 EC80 alone; activation (% of control), % at 5.6 µM; 0.91% of 190,000 active;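 active means activation above the screen-wide mean of compound activation plus 3 SD, cut at about 130% in these data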;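 further: 0% = background luminescence of wells with medium and substrate only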
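Material: STAT1-lacking human U3A cells, STAT3 luciferase reporter | Benchmarks: IL-6-only wells as 100% reference | Probe or stimulus: IL-6 (33 ng/mL) | Timing: Compound 1 h, then IL-6 6 h at 37 °C | Detection: Luminescence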
APP 5UTR inh: APP translation inhibition; SH-SY5Y APP 5'UTR-luciferase reporter, luminescence; inhibition, % at 2 µM; 0.82% of 190,000 active;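 active means inhibition above a set limit, derived from the sample mean plus 3 SD, cut at about 45% in these data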; further: values of inactives mirror those of a sister screen read the other way
STAT1 act: STAT1 signaling activation | NIH 3T3 STAT1-luciferase reporter, IFN-gamma, luminescence; 100% = IFN-gamma alone, no compound | activation (% of control), % at 5.5 µM | 2.6% of 200,000 active | AID 932;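 active means activation above the screen-wide mean activation plus 3 SD, cut at about 130% in these data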;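 further: raw ratio to IFN-gamma control signal so 100% means no change and 0% no light; values of inactives mirror those of a sister screen read the other way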
Hsp70 act: transcriptional activators of Hsp70; 0.04% of 200,000 active; HeLa Hsp70 promoter luciferase reporter, luminescence; scaled: vehicle 0, proteasome-inhibitor control 100%; activation, % at 10 µM;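 active means activation above the mean across all tested compounds plus 3 SD, cutoff set per campaign, cut at about 5.5% in these data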;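 further: 100% = MG132 at 30 µM as the positive control and 0% = DMSO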
* = called active by the depositor; & = joins results of further samples.

Results for C=CCn1c(CSCc2ccc(C)cc2)nnc1SCC(=O)NCc1ccccc1 ?
STAT3 inh: -13; Diaphorase inh: 4; Diaphorase act: 1; STAT1 blocker: 1; G6PDH CS: 1; TLR4 MyD88 comp: -7; STAT3 act: 109; APP 5UTR inh: 2; STAT1 act: 99; Hsp70 act: 0.1

Results for COC(=O)c1c(Cl)c2n3ccccc3c(C)c(-c3ccccc3)c-2c1C(=O)OC ?
STAT3 inh: 10; Diaphorase inh: 24; Diaphorase act: 0.8; STAT1 blocker: 15; G6PDH CS: 19; TLR4 MyD88 comp: -15; STAT3 act: 91; APP 5UTR inh: 2; STAT1 act: 87; Hsp70 act: 0.0

How did COc1cccc(/C=C/C(=O)OCC(=O)NCCC2=CCCCC2)c1 do in these assays?
STAT3 inh: 8; Diaphorase inh: 10; Diaphorase act: 0.9; STAT1 blocker: -6; G6PDH CS: 7; TLR4 MyD88 comp: -5; STAT3 act: 101; APP 5UTR inh: -10; STAT1 act: 106; Hsp70 act: 0.0

How did O=[N+]([O-])c1ccc(N2CCNCC2)c(S(=O)(=O)N2CCOCC2)c1 do in these assays?
STAT3 inh: 9; Diaphorase inh: 17; Diaphorase act: 0.8; STAT1 blocker: 3; G6PDH CS: 4; TLR4 MyD88 comp: -14; STAT3 act: 96; APP 5UTR inh: 26; STAT1 act: 97; Hsp70 act: 0.1

What do the screens show for `CC1=Nn2c(nnc2-c2ccc(F)cc2)SC1`?
STAT3 inh: 10; Diaphorase inh: 5; Diaphorase act: 1; STAT1 blocker: 8; G6PDH CS: -12; TLR4 MyD88 comp: -6; STAT3 act: 94; APP 5UTR inh: 4; STAT1 act: 93; Hsp70 act: -0.2

Results for O=C(CN(c1cccc([N+](=O)[O-])c1)S(=O)(=O)c1ccccc1)NCc1ccccc1 ?
STAT3 inh: -4; Diaphorase inh: 25; Diaphorase act: 0.8; STAT1 blocker: -4; G6PDH CS: 27; TLR4 MyD88 comp: -13; STAT3 act: 101; APP 5UTR inh: 6; STAT1 act: 103; Hsp70 act: -0.5

What do the screens show for `CN1CCN(/N=C/c2ccc(-c3ccc([N+](=O)[O-])cc3Cl)o2)CC1`?
STAT3 inh: 6; Diaphorase inh: 1; Diaphorase act: 1; STAT1 blocker: -11; G6PDH CS: 4; TLR4 MyD88 comp: 6; STAT3 act: 103; APP 5UTR inh: 6; STAT1 act: 110; Hsp70 act: 0.1

How did Cc1ccc(C(=O)Oc2coc(CSc3nnc(NC(=O)c4cccs4)s3)cc2=O)cc1C do in these assays?
STAT3 inh: -5; Diaphorase inh: -9; Diaphorase act: 1.1; STAT1 blocker: 0; G6PDH CS: 7; TLR4 MyD88 comp: -6; STAT3 act: 102; APP 5UTR inh: -16; STAT1 act: 100; Hsp70 act: -0.1

What do the screens show for `O=C(O)CCC(=O)NCCc1cccc(Cl)c1`?
STAT3 inh: 3; Diaphorase inh: -18; Diaphorase act: 1.2; STAT1 blocker: -3; G6PDH CS: 6; TLR4 MyD88 comp: 12; STAT3 act: 99; APP 5UTR inh: -1; STAT1 act: 101; Hsp70 act: -0.6

How did COc1cccc(C(=O)N(c2ccccc2)C2C=CS(=O)(=O)C2)c1 (centres undefined) do in these assays?
STAT3 inh: 1; Diaphorase inh: 5; Diaphorase act: 1; STAT1 blocker: -1; G6PDH CS: 1; TLR4 MyD88 comp: 5; STAT3 act: 104; APP 5UTR inh: -4; STAT1 act: 102; Hsp70 act: 0.1

How did CCNC(=S)N1CCN(S(=O)(=O)c2cccc(C(F)(F)F)c2)CC1 do in these assays?
STAT3 inh: 5; Diaphorase inh: 3; Diaphorase act: 1; STAT1 blocker: 1; G6PDH CS: 10; TLR4 MyD88 comp: -10; STAT3 act: 99; APP 5UTR inh: -26; STAT1 act: 99; Hsp70 act: -0.4

Results for COc1ccc(OC)c(C(=O)c2oc3ccccc3c2NC(C)=O)c1 ?
STAT3 inh: 4; Diaphorase inh: 9; Diaphorase act: 0.9; STAT1 blocker: 0; G6PDH CS: 5; TLR4 MyD88 comp: 0; STAT3 act: 99; APP 5UTR inh: 8; STAT1 act: 100; Hsp70 act: -0.2

What do the screens show for `Cc1sc2nc(CN3CCOCC3)nc(Oc3ccc(NC(=O)c4ccco4)cc3)c2c1C`?
STAT3 inh: -7; Diaphorase inh: -3; Diaphorase act: 1; STAT1 blocker: 4; G6PDH CS: 1; TLR4 MyD88 comp: 12; STAT3 act: 109; APP 5UTR inh: -7&-12; STAT1 act: 97; Hsp70 act: 0.4

Results for CC1CCN(c2ccccc2NC(=O)c2ccc(F)cc2)CC1 ?
STAT3 inh: 3; Diaphorase inh: 12; Diaphorase act: 0.9; STAT1 blocker: -1; G6PDH CS: 10; TLR4 MyD88 comp: -8; STAT3 act: 97; APP 5UTR inh: -3; STAT1 act: 99; Hsp70 act: -0.3

What do the screens show for `Clc1ccc(SCCn2cncn2)cc1`?
STAT3 inh: 0; Diaphorase inh: 16; Diaphorase act: 0.8; STAT1 blocker: 1; G6PDH CS: 1; TLR4 MyD88 comp: -6; STAT3 act: 103; APP 5UTR inh: 6; STAT1 act: 99; Hsp70 act: -0.1

What do the screens show for `O=c1c(/C=C(\O)c2ccccc2)nc2ccccc2n1-c1ccccc1`?
STAT3 inh: 28; Diaphorase inh: 30; Diaphorase act: 0.7; STAT1 blocker: -1; G6PDH CS: 10; TLR4 MyD88 comp: 10; STAT3 act: 80; APP 5UTR inh: 5; STAT1 act: 101; Hsp70 act: 0.0

Results for CC(c1ccon1)N(C)C(=O)c1ccc(OC2CCN(C(=O)C3CC3)CC2)cc1 (centres undefined) ?
STAT3 inh: -2; Diaphorase inh: 6; Diaphorase act: 0.9; STAT1 blocker: -9; G6PDH CS: -2; TLR4 MyD88 comp: -3; STAT3 act: 103; APP 5UTR inh: 1; STAT1 act: 107; Hsp70 act: 0.2

How did C#CCn1c(=NC(=O)CN2C(=O)CCC2=O)sc2cccc(C)c21 do in these assays?
STAT3 inh: 14; Diaphorase inh: 31; Diaphorase act: 0.7; STAT1 blocker: 6; G6PDH CS: -3; TLR4 MyD88 comp: -7; STAT3 act: 96; STAT1 act: 94; Hsp70 act: 0.1

Results for Cc1ccc(/S(C)=N/S(=O)(=O)c2ccc(C)cc2)cc1 (centres undefined) ?
STAT3 inh: -4; Diaphorase inh: 3; Diaphorase act: 1; STAT1 blocker: -4; G6PDH CS: 7; TLR4 MyD88 comp: 0; STAT3 act: 107; APP 5UTR inh: -3; STAT1 act: 104; Hsp70 act: -0.1

Results for O=C(CSc1nnc(-c2ccc(O)cc2)n1Cc1ccco1)c1cccs1 ?
STAT3 inh: 20; Diaphorase inh: 16; Diaphorase act: 0.8; STAT1 blocker: 5; G6PDH CS: 17; TLR4 MyD88 comp: 3; STAT3 act: 88; APP 5UTR inh: -8; STAT1 act: 95; Hsp70 act: -0.2

What do the screens show for `COC(=O)/C=C/c1ccc(-n2ccnc2)cc1`?
STAT3 inh: 3; Diaphorase inh: -14; Diaphorase act: 1.1; STAT1 blocker: -9; G6PDH CS: 4; TLR4 MyD88 comp: -6; STAT3 act: 100; APP 5UTR inh: -16; STAT1 act: 108; Hsp70 act: 0.2

How did CC(N)C12CC3CC(CC(O)(C3)C1)C2 (centres undefined) do in these assays?
STAT3 inh: -3; Diaphorase inh: -4; Diaphorase act: 1; STAT1 blocker: 0; G6PDH CS: -1; TLR4 MyD88 comp: -10; STAT3 act: 105; APP 5UTR inh: 2; STAT1 act: 100; Hsp70 act: -0.2

What do the screens show for `COc1ccc(OCC(=O)Nc2cccc(NC(=O)c3ccco3)c2)cc1`?
STAT3 inh: 5; Diaphorase inh: 4; Diaphorase act: 1; STAT1 blocker: -7; G6PDH CS: 15; TLR4 MyD88 comp: -7; STAT3 act: 99; APP 5UTR inh: 9; STAT1 act: 105; Hsp70 act: -0.3

How did O=C(CSc1nnc(-c2cccs2)n1-c1cccc(Cl)c1)c1cccc2c1OCCO2 do in these assays?
STAT3 inh: 2; Diaphorase inh: 21; Diaphorase act: 0.8; STAT1 blocker: -3; G6PDH CS: 4; TLR4 MyD88 comp: 11; STAT3 act: 102; APP 5UTR inh: -9; STAT1 act: 103; Hsp70 act: 0.1

Results for Nc1nccc(-c2ccc(-n3cnc4ccccc43)cc2)n1 ?
STAT3 inh: -37; Diaphorase inh: -6; Diaphorase act: 1.1; STAT1 blocker: 1; G6PDH CS: -2; TLR4 MyD88 comp: -4; STAT3 act: 133*; APP 5UTR inh: -13; STAT1 act: 99; Hsp70 act: -0.1

What do the screens show for `NNc1nc(-c2ccccc2)c2ccccc2n1`?
STAT3 inh: 8; Diaphorase inh: -2; Diaphorase act: 1; STAT1 blocker: -4; G6PDH CS: 9; TLR4 MyD88 comp: -5; STAT3 act: 101; APP 5UTR inh: 0; STAT1 act: 104; Hsp70 act: -0.1

Results for Cc1cccc(/C=C(\C(=O)C(=O)O)c2ccc3ccccc3n2)c1 ?
STAT3 inh: -20; Diaphorase inh: 8; Diaphorase act: 0.9; STAT1 blocker: -53; G6PDH CS: 1; TLR4 MyD88 comp: -4; STAT3 act: 124; APP 5UTR inh: -25; STAT1 act: 148*; Hsp70 act: -0.2

What do the screens show for `O=C(CCN1C(=O)C2C3C=CC(C3)C2C1=O)NCc1cccnc1` (centres undefined)?
STAT3 inh: 3; Diaphorase inh: 20; Diaphorase act: 0.8; STAT1 blocker: -5; G6PDH CS: -4; TLR4 MyD88 comp: -18; STAT3 act: 104; APP 5UTR inh: -14; STAT1 act: 105; Hsp70 act: 0.0

Ordered by length of the SMILES (rising): part of the list above
What do the screens show for `NNc1nc(-c2ccccc2)c2ccccc2n1`?
STAT3 inh: 8; Diaphorase inh: -2; Diaphorase act: 1; STAT1 blocker: -4; G6PDH CS: 9; TLR4 MyD88 comp: -5; STAT3 act: 101; APP 5UTR inh: 0; STAT1 act: 104; Hsp70 act: -0.1

How did CC(N)C12CC3CC(CC(O)(C3)C1)C2 (centres undefined) do in these assays?
STAT3 inh: -3; Diaphorase inh: -4; Diaphorase act: 1; STAT1 blocker: 0; G6PDH CS: -1; TLR4 MyD88 comp: -10; STAT3 act: 105; APP 5UTR inh: 2; STAT1 act: 100; Hsp70 act: -0.2

Results for Cc1cccc(/C=C(\C(=O)C(=O)O)c2ccc3ccccc3n2)c1 ?
STAT3 inh: -20; Diaphorase inh: 8; Diaphorase act: 0.9; STAT1 blocker: -53; G6PDH CS: 1; TLR4 MyD88 comp: -4; STAT3 act: 124; APP 5UTR inh: -25; STAT1 act: 148*; Hsp70 act: -0.2

Outcome played no part in choosing rows; 6.1% or so of the library scored in one or more.
